MRP1 act: H69AR viability gain despite doxorubicin, primary screen, MRP-1 activator project, H69AR cells, CellTiter-Glo; viability increase, % at 10 µM; hit rate 0.61% among 140,000; viability rescue;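 active = viability gain under doxorubicin at or above a set limit, the compound median plus 3 SD, cut at about 4.7% in these data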;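 also: MRP-1 overexpressing cells given doxorubicin 25 µM after compound pretreatment; 18-22 h compound pretreatment then 72 h with doxorubicin before readout; 0% = doxorubicin-only wells and 100% = vehicle-treated cells without doxorubicin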
HCT116 PTEN-null: growth suppression of PTEN-null HCT116, primary screen, cell-based, CellTiter-Glo; HCT116 PTEN-null viability, 60 h; hits give low values; viability, % at 10 µM; hit rate 1.2% among 140,000; AID 827, 2007;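 active = viability at or below a set limit, 4 SD under the median of all tested compounds, cut at about 3.7% in these data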;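 also: PTEN knockout HCT116 line with beta catenin targeted HCT116 as companion control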
Phagocytosis inh: inhibitors of macrophage phagocytosis, primary screen, imaging, J774A.1 cells, IgG beads; hit rate 0.07% among 110,000; inhibition, % at 5 µM; J774A.1 macrophage IgG-bead phagocytosis; AID 1029, 2008;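 active = inhibition above the mean of the plate negative controls plus 5 SD, cut at about 13% in these data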;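 also: phagocytic index as fraction of beads internalized from green versus red external bead signal; plate controls were DMSO negative control for no effect and cytochalasin-D positive control for full effect; some results beyond the cut were filed as inactive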
GALR2 antag: GALR2 antagonists in receptor-expressing cells, primary screen; Galanin receptor type 2 (Homo sapiens), O43603; antagonist mode; inhibition, % at 4 µM; hit rate 0.39% among 140,000; AID 828, 2007; in the data active = inhibition above about 27%;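 also: cells stimulated with galanin 1-16 at roughly its EC80; 0% = agonist challenge control and 100% = basal control without agonist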
Target sequence (O43603 whole entry, looked up): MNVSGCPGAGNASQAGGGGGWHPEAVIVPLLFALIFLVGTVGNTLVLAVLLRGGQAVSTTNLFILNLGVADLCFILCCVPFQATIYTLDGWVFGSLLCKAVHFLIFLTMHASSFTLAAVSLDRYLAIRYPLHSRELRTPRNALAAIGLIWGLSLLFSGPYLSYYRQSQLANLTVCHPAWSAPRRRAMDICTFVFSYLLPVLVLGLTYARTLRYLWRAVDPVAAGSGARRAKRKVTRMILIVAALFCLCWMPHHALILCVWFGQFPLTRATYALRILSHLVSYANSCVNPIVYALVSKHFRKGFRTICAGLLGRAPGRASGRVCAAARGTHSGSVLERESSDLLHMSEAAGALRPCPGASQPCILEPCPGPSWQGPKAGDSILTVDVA
bCat KO growth: primary screen for growth suppressors in beta-catenin knockout HCT116 cells (colon tumor, human). hit rate 1.5% among 140,000. AID 818, 2007. viability, % at 10 µM. HCT116 beta-catenin knockout viability, CellTiter-Glo, 60 h; hits give low values;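 active = viability at or under a set limit, the compound median less 4 SD, cut at about 6% in these data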;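 also: 0% = Hyamine 1622 control at 20 µM and 100% = untreated cell control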
Yeast growth inh: growth inhibitors of yeast BB579 in restrictive medium, primary screen, yeast lifespan-shortening project, S. cerevisiae. hit rate 0.51% among 140,000. inhibition, % at 10 µM. OD615, 48 h;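 active = inhibition above a set limit, 3 SD over the mean compound inhibition, cut at about 44% in these data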; also: inactives centre near -24
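Test system: DeaD yeast strain BB579 / Buffer or medium: restrictive glucose-based CSMM-D medium / Doses: single 10 µM dose / Schedule: 4 h cell preincubation, 48 h compound exposure, 30 °C humidified / Technique: culture absorbance at 615 nm / Controls: amphotericin B positive control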
E-sel TNF inh: E-selectin induction blockers in HUVEC – imaging, immunofluorescence, high content, primary screen; HUVEC TNFa-induced E-selectin immunofluorescence; inhibition, % at 2 µM; hit rate 0.71% among 120,000;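 active = inhibition above the batch mean plus 3 SD, and confirmed as a hit on visual image review, cut at about 43% in these data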;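 also: 0% = TNF-stimulated DMSO wells and 100% = unstimulated control wells; not every result past the cut was called active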
Measles CPE: compounds protecting cells from measles virus cytopathic effect, primary screen, measles RdRp inhibitor project, single point, MLSMR library, absorbance. hit rate 1.5% among 140,000. protection (pct of control), % at 4 µM. AID 841, 2007. Measles virus-infected cells, CPE protection; in the data active = protection mostly above about 24%, no sharp cut-off; inactive = mostly below about 26%; also: some compounds called inactive have numbers as strong as hits
Yeast lifespan up: compounds extending yeast replicative lifespan, primary screen, S. cerevisiae, OD615; hit rate 0.68% among 130,000; inhibition of the nicotinamide effect, % at 10 µM; S. cerevisiae growth with nicotinamide; deaD strain in restrictive glucose medium; AID 775, 2007;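 active = inhibition above a set limit, placed 3 SD over the median of all compounds, cut at about 26% in these data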;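 also: 0% = nicotinamide-treated wells and 100% = cells grown without nicotinamide; some compounds called inactive have numbers as strong as hits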
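Assay system: engineered S. cerevisiae DeaD replicative-lifespan strain, galactose-grown log-phase cells; Buffer or medium: CSMM-D glucose medium, restrictive; Probe or stimulus: nicotinamide 1.5 mM; Compound: single dose 10 µM compound, 0.25% DMSO; Schedule: 4 h preincubation then 48 h treatment at 30 °C; Technique: OD615 measurement.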
NPY Y2 blocker: NPY-Y2 receptor antagonists, primary screen, cell-based; inhibition, % at 2.7 µM; Neuropeptide Y receptor type 2 (Homo sapiens), P49146; hit rate 0.99% among 140,000; NPY-Y2 expressing cells, antagonist mode; in the data active = inhibition above about 17%;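 also: 0% = vehicle with agonist challenge and 100% = reference antagonist with challenge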
Target sequence (P49146 whole entry, looked up): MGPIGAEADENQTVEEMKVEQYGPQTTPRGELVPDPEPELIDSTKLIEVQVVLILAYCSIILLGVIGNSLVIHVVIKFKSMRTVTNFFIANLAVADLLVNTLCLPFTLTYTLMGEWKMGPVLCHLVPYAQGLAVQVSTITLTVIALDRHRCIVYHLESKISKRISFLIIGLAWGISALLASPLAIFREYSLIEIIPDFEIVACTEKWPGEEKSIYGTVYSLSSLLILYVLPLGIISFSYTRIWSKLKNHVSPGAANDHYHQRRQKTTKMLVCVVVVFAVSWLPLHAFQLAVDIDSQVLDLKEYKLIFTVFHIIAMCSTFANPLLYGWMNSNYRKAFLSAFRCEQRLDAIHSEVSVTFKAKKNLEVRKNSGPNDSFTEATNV
Active calls of the source: *; · = not tested or not shown.

item	compound	MRP1 act	HCT116 PTEN-null	Phagocytosis inh	GALR2 antag	bCat KO growth	Yeast growth inh	E-sel TNF inh	Measles CPE	Yeast lifespan up	NPY Y2 blocker
1	O=C(COc1ccc(Cl)cc1)NCc1nnc(SCC(=O)NCCc2ccccc2)o1	2.2	89	-1	-2	102	-8	·	29	-4	-2
2	Cc1ccnc(NC(=O)C2CCCN(S(=O)(=O)c3cnc[nH]3)C2)c1 (stereo not given)	-2.9	80	1	6	79	-35	·	14	0	-1
3	CC(NC(=O)COC(=O)CCc1ccc(S(=O)(=O)N2CCOCC2)cc1)C1CC2CCC1C2 (stereo not given)	0.5	98	-7	-1	98	-5	·	17	-3	1
4	Cc1cc(Nc2ccc(F)cc2Cl)n2nc(C)nc2n1	-1.2	96	0	14	94	-5	2	7	-5	1
5	Cc1cc(C)n(-c2ccc(C(=O)OCC(=O)Nc3ccc(S(=O)(=O)N4CCOCC4)cc3)cc2)n1	-0.3	102	-1	-3	95	-76	-9	13	-16	1
6	CN(C(N)=S)c1ccccc1	-0.4	91	-1	7	92	19	-23	5	1	3
7	CN(C(=S)Oc1ccc(C(=O)Nc2ccccc2)cc1)c1ccccc1	0.5	72	-8	1	66	-43	·	8	-1	3
8	COc1cc(C(=O)NC(=S)Nc2ccc3oc(=O)ccc3c2)cc(OC)c1OC	-5.3	82	1	4	83	-22	-45	17	-14	1
9	O=C(CSC(=S)N1CCN(c2ccccc2)CC1)Nc1nc(-c2ccccc2)c(-c2ccccc2)o1	-2.9	87	-4	16	86	-8	·	4	-1	0
10	O=C(C1CCN(S(=O)(=O)c2ccc(Br)s2)CC1)N1CCc2ccccc21	-1.1	85	-2	2	81	-17	-3	2	-1	3
11	CCCCCCn1c(N2CCC(C)CC2)nc2c1c(=O)[nH]c(=O)n2C	-4.5	30	0	-8	36	-53	52	13	-25	5
12	Cc1ccc(-c2noc(CCCOc3ccc(Cl)cc3Cl)n2)cc1	0.4	92	0	1	82	-35	-5	1	-12	7
13	COC(=O)C1=C(C)NC2=C(C(=O)CC(C)(C)C2)C1c1ccccn1 (stereo not given)	0.5	101	·	-1	101	-27	23	15	·	-1
14	CCOC(=O)C(NC(=O)CC(C)C)(Nc1sc(C)c(CC)c1C#N)C(F)(F)F (stereo not given)	-1.8	101	·	2	94	-3	12	0	3	5
15	COC(=O)c1sccc1NC(=O)c1ccc2c(c1)OCO2	-2.0	89	2	2	97	23	-4	23	-15	4
16	CC1=C(C(=O)NCCc2ccc(C)cc2)C2(CCC(C)CC2)OC1=O (stereo not given)	-1.9	95	·	2	99	-22	14	10	8	0
17	COCCCNC(=O)CCN1C(=O)COc2ccccc21	-1.0	104	·	-2	95	-17	·	1	-5	1
18	N=c1sccn1CC(=O)NC(=O)NC1CCCC1	-2.3	106	-7	5	94	18	-6	8	6	1
19	CCSc1nc(N)c2c(C)c(C)sc2n1	0.3	102	·	-4	108	-70	26	14	·	6
20	CC1(C)CC(=O)C2=C(C1)Oc1ncn(CCO)c(=N)c1C2c1ccccc1 (stereo not given)	-3.8	89	-1	-3	85	-19	·	29	2	0
21	COc1ccc(CN(C(=O)CSc2nnc(-c3ccccc3F)o2)c2ccc(F)cc2)cc1	2.6	100	-1	-2	92	-13	-38	18	-11	13
22	CC(=O)OCc1nc2ccccc2s1	-1.6	83	·	5	72	-10	-4	16	-14	2
23	Cc1ccc(OC(=S)Nc2ccccc2)c(C)c1	-3.0	91	·	3	96	-36	7	4	·	0
24	CC(NC(=O)COC(=O)c1ccco1)c1ccccc1 (stereo not given)	-1.6	95	0	3	103	4	21	2	-13	1
25	Cc1cccc(C(=O)Nc2cccc(OC(=O)c3cccc(C)c3)c2)c1	1.9	75	·	-9	60	-22	25	1	-12	17
26	O=C(c1ccccc1)c1cccn1CC(=O)N1CCCCCC1	-1.0	91	-1	13	96	0	47	3	-11	4
27	C=CCn1c(COc2ccc(Cl)cc2)nnc1SCC(=O)N/N=C/c1ccccc1	-0.3	98	·	-5	111	-18	-5	20	-9	-1
28	CC(C)C(=O)Nc1ccccc1C(=O)N/N=C/c1ccc([N+](=O)[O-])cc1	-2.4	94	·	-17	94	-19	-3	8	-11	-1
29	Cc1ccc(CNC(=O)c2ccc(OCC3CCCO3)cc2)cc1 (stereo not given)	-1.5	102	-2	5	104	-3	16	8	-5	3
30	CN(C)S(=O)(=O)N(CC(=O)Nc1ccc(F)c(F)c1)c1ccccc1	0.6	98	-1	-6	94	-74	-12	5	13	6
31	Cc1ccc(C2C3=C(Nc4[nH]n(-c5ccccc5)c(=O)c42)c2ccccc2C3=O)cc1 (stereo not given)	-0.4	89	-3	-2	96	-32	13	3	17	-2
32	Cc1ccc2[nH]c(=O)c(CNC(C)C)cc2c1	-2.4	95	4	3	89	-42	-4	6	-2	0
33	CC(C)(C)NC(=S)NCc1cccnc1	0.7	99	·	6	102	-46	17	11	-7	0
34	Cc1cccc2cc(C#N)c(SCc3nnc(-c4ccccc4[N+](=O)[O-])o3)nc12	-2.0	53	-5	4	66	-10	·	8	-2	5
35	OC(CNCc1ccco1)Cn1c2ccccc2c2ccccc21 (stereo not given)	-2.4	51	-1	-3	61	-80	6	31	0	8
36	O=C1NC(c2cccnc2)C(C(=O)c2cccs2)C(O)(C(F)(F)F)N1 (stereo not given)	0.8	115	-1	-4	109	-31	6	2	-10	0
37	Cc1nnc(SCC(=O)c2c(N)n(C)c(=O)n(C)c2=O)n1Cc1ccccc1	-1.0	85	·	13	84	-6	-40	5	-10	2
38	O=C(CSCc1ccc(Cl)cc1)Nc1ccccc1C(=O)N1CCOCC1	-1.2	84	3	5	90	-33	-42	1	3	1
39	Cc1nnc(C)n1/N=C/c1ccc(O)cc1	-1.4	103	-1	-2	94	-2	14	2	-8	0
40	CC(=O)NCC(=O)NC(C(=O)Nc1ccc2c(c1)OCCO2)c1ccc(C)cc1 (stereo not given)	-1.1	108	-4	3	97	-22	-12	26	-2	5
41	COc1ccc(-n2c(CCc3ccccc3)nnc2SCC(=O)c2ccccc2)cc1	-1.1	93	-10	-8	80	-58	8	14	12	7
42	COc1ccc(-c2nc3c(n2O)CCC/C3=N\O)cc1	-5.8	99	-2	-6	93	8	19	8	-14	3
43	CCOc1cc2c(cc1OCC)C(c1ccccc1)N(c1ccccc1)C(=O)C2 (stereo not given)	-3.7	51	·	-2	43	-34	·	14	4	2
44	CCOc1cc2[nH]c(=S)n(CCCN3CCCC3=O)c(=O)c2cc1OCC	-1.6	81	3	-15	83	-33	·	17	-15	-1
45	COC(=O)CC1SC(=O)NC1=Nc1cccc(C)c1 (stereo not given)	-1.6	90	0	-11	90	-22	16	4	-1	0
46	CC(C)(C)n1nnnc1C(c1ccc(C(F)(F)F)cc1)N(Cc1ccc(F)cc1)Cc1ccco1 (stereo not given)	-3.0	11	·	-2	8	-38	32	8	·	26*
47	COc1ccc(Br)cc1/C=C/C(=O)Nc1c(C)cccc1C	-0.1	63	·	-4	77	2	-1	4	-24	3
48	Cc1nc2ncnn2c(Nc2ccc3c(c2)OCO3)c1Cc1ccccc1	-3.6	73	3	-2	80	16	-2	8	0	12
49	Cc1nc2ccccc2c2oc(C(=O)NCCN3CCCCC3C)cc12 (stereo not given)	-2.9	54	0	-3	56	-46	-17	6	-6	1
50	COC(=O)c1cccc(Nc2ncnc3ccc(C)cc23)c1	-5.4	77	0	11	98	-21	0	3	-15	-1
51	CCSc1nnc(NC(=O)CSc2nnc(CNC(=O)c3ccc(OC)c(OC)c3)o2)s1	-1.4	104	-12	2	102	-21	·	5	1	1
52	CCOC(=O)c1c(N)c(C#N)cn1-c1ccccc1	0.2	93	0	-6	91	-19	0	13	-3	0
53	Cc1nc2nc(COc3ccccc3)[nH]n2c(=O)c1Cc1ccccc1	0.5	91	1	-2	100	-14	-13	18	-2	6
54	Cc1cccc2nc(CSc3ccccc3N)cn12	0.2	93	·	10	88	18	-8	16	·	2
55	CCOC(=O)C(CC)/C(C)=N\NC(=O)c1ccccc1O (stereo not given)	-4.7	5	-2	10	9	-25	·	17	7	3
56	CC12CCC(c3c(C(=O)O)nn(-c4ccc(F)cc4)c31)C2(C)C (stereo not given)	-3.8	89	·	4	86	-30	-12	1	4	1
57	O=C(COC(=O)c1cn(-c2ccccc2)nc1-c1ccc(F)cc1)Nc1ncc(Cl)cc1Cl	0.9	71	2	6	90	-35	-21	7	-6	4
58	CCOC(=O)N1CCN(C(=O)CS(=O)(=O)c2cn(Cc3ccc(Cl)cc3)c3ccccc23)CC1	-2.3	98	0	4	84	-14	5	25	-2	1
59	CN(C1CCCCC1)S(=O)(=O)c1ccc(S(=O)(=O)N2CCN(C(=O)c3ccccc3F)CC2)cc1	-4.5	75	2	-12	77	-34	·	2	1	4
60	CCCC(c1nnnn1CCc1ccccc1)N1CCC(C(N)=O)CC1 (stereo not given)	-3.8	92	·	2	98	6	8	8	·	7

(list continues)
item	compound	MRP1 act	HCT116 PTEN-null	Phagocytosis inh	GALR2 antag	bCat KO growth	Yeast growth inh	E-sel TNF inh	Measles CPE	Yeast lifespan up	NPY Y2 blocker
61	Cn1c(SCC(=O)N2CCOCC2)nc2cccnc21	0.3	101	-1	-11	96	-35	-15	8	0	0
62	CCOC(=O)Cc1nnc(Nc2cccc(O)c2)c2ccccc12	0.1	101	-1	-2	104	12	4	6	-1	-2
63	CC1=NN(C(=O)Cn2nc([N+](=O)[O-])cc2C)C(O)(C(F)(F)F)C1 (stereo not given)	1.0	105	0	4	95	6	6	12	1	4
64	COc1ccccc1N1CCN(C(=O)Cn2nnc(-c3cccs3)n2)CC1	-1.4	80	-2	1	96	-25	-29	11	-3	4
65	Cc1cc(C)n(-c2nc3ccccc3c(=O)n2OCC(=O)Nc2c(C)cccc2C)n1	-1.4	68	-3	-4	48	-14	-40	7	-11	4
66	COc1ccc(C(=O)Nc2cccc(N(C)S(C)(=O)=O)c2)cc1OC	-1.7	102	4	-12	88	-39	36	23	-7	3
67	Cc1c(Cl)cccc1N1C(=O)CC(N(O)c2ccccc2)C1=O (stereo not given)	-1.3	96	-1	5	92	-3	100*	4	-14	0
68	COC(=O)c1cc2c(ccn2-c2ccc(F)cc2)n1Cc1ccc(OC)cc1	-1.3	77	-9	-16	74	-32	-6	13	6	9
69	Cc1ccc2ncnc(NCCC(=O)O)c2c1	-1.4	104	·	-3	103	-17	-9	17	·	3
70	Cc1ccc(-c2nc(NC(=O)CSc3nnnn3-c3ccccc3)ns2)cc1	-3.9	85	0	-7	89	-14	·	4	-5	9

High-throughput results: PubChem BioAssay, several laboratories
